Screens (PubChem)
TDP1 block = qHTS Assay for Inhibitors of Tyrosyl-DNA Phosphodiesterase (TDP1); Tyrosyl-DNA phosphodiesterase 1 (Homo sapiens), Q9NUW8; 350,000 tested, 0.28% active; Potency, µM (top dose mostly 130 µM), without a hit: at the top dose activity change, negative = inhibition, actives largely listed as inhibitors; recombinant TDP1, AlphaScreen DNA substrate cleavage; also: nearly all actives have a fitted effect of over 40% in size
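Compounds were preincubated with Tdp1 (1 nM final) for 15 min at room temperature before substrate (15 nM final) started a 5 min reaction; beads (10 ug/ml final) were then added for 10 min before AlphaScreen detection.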
TDP1 cell noCPT = qHTS for Inhibitors of human tyrosyl-DNA phosphodiesterase 1 (TDP1): qHTS in cells in absence of CPT; DT40 Tdp1-/- hTDP1 cells, no CPT, ATP luminescence, 48 h; 420,000 tested, 15% active; Potency, µM (top dose mostly 46.2 µM), for inactives: at the top dose activity change, negative = growth inhibition, hits mostly inhibitors; also: nearly all actives have a fitted effect of over 55% in size
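Readout: luminescence from CellTiter-Glo after 30 min in the dark at RT. Cells: DT40 Tdp1-/- with stable hTDP1, 400/well. Exposure: compounds alone, ≥48 hr, 37 °C.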
GCN5L2 inh = qHTS Assay for Inhibitors of GCN5L2. Potency, µM (series often up to 58.9 µM), for inactives: top-dose activity change, negative = inhibition, most hits filed as inhibitors. GCN5L2 HAT assay, ThioGlo1 CoA-SH fluorescence. Histone acetyltransferase KAT2A (Homo sapiens), Q92830. 390,000 tested, 0.21% active
Target sequence (Q92830 whole entry, looked up): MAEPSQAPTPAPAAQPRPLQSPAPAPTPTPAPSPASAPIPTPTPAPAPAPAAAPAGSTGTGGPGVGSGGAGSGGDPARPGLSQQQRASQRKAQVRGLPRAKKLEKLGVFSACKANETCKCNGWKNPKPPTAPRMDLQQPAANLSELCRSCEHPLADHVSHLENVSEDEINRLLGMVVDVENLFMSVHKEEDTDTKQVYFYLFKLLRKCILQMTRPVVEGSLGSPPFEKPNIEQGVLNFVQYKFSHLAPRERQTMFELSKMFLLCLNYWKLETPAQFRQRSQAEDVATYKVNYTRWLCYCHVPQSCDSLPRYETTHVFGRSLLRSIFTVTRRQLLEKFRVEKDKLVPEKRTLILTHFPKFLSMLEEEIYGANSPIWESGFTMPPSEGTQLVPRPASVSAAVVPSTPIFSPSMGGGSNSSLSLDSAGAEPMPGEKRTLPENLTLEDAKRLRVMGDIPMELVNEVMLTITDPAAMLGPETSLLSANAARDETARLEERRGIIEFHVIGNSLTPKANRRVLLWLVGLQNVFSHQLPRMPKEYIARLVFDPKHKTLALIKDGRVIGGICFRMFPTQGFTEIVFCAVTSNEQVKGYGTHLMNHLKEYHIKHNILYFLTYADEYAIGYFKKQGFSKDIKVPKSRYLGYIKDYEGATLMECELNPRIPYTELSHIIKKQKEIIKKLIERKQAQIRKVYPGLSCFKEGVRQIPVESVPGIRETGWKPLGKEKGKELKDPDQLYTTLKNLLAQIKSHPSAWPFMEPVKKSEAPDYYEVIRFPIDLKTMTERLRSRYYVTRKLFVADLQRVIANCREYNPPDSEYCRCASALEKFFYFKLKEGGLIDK
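Titration-based screen in which CoA formation is detected via maleimide probe ThioGlo1 (50uM) turning fluorescent on thiol reaction; substrates H3(1-25) 75uM and acetyl-CoA 70uM, GCN5L2 20nM, 20 min incubation at room temperature.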
An asterisk follows results filed as active; u = inconclusive; x = no result given; & = joins results of further samples; [ ] = another dose, or the depositor's remark. Calls follow the shape of the dose curve; as a rule, active = well fitted curve in the direction sought with a large enough effect; inconclusive = small, poorly fitted or top-dose-only effect, or another doubt; inactive = no such curve, though single readings can be large; an effect the other way counts as inactive or inconclusive. % is scaled to controls: 0 for no effect and ±100 for the full control effect; potency is read from the fitted curve at half-maximal effect. A portion of the library; the hit share may differ from the screen's.

SMILES | TDP1 block | TDP1 cell noCPT | GCN5L2 inh
CC(C)(C)OC(=O)N1CCC(c2c(C(=O)NCCN3CCOCC3)cnn2-c2cccc(F)c2)CC1 | 2% | -26% | -12%
c1csc(-n2nc3ccccc3n2)c1 | 6% | -3% | -2%
C=CCNC(=S)NNc1nc(N2CCCC2)nc(N2CCCC2)n1 | x | -20% | 13%
COC(=O)CCC(NC(=O)c1cc(C)oc1C)C(=O)OC (stereo unspecified) | 1% | -1% | 0%
CC(C)(C)NC(=O)COC(=O)c1ccc(S(=O)(=O)N2CCCCCC2)cc1 | 2% | -2% | 1%
CCOC1(OCC)C(c2ccc(N)cc2)C(C#N)(C#N)C1(OCC)OCC (stereo unspecified) | 3% | -27% | -6%
CCC1CCC(c2nnc(-c3ccc([N+](=O)[O-])cc3)o2)CC1 (stereo unspecified) | 0% | -10% | 13%
Cc1nc2cc(-c3cccc(F)c3)nn2c(C)c1CCC(=O)NC(C)c1ccc2c(c1)OCCO2 (stereo unspecified) | 0% | u | -5%
O=C(O)c1ccccc1-n1ncc2c1/C(=C/c1ccc(Cl)cc1)CC2 | -4% | x | -19%
CC(C)(C)SCCNC(=O)CN(c1ccc(F)c(Cl)c1)S(C)(=O)=O | -3% | -11% | u

Random excerpt: 5 compounds from above, in no set order.
SMILES | TDP1 block | TDP1 cell noCPT | GCN5L2 inh
CCOC1(OCC)C(c2ccc(N)cc2)C(C#N)(C#N)C1(OCC)OCC (stereo unspecified) | 3% | -27% | -6%
C=CCNC(=S)NNc1nc(N2CCCC2)nc(N2CCCC2)n1 | x | -20% | 13%
Cc1nc2cc(-c3cccc(F)c3)nn2c(C)c1CCC(=O)NC(C)c1ccc2c(c1)OCCO2 (stereo unspecified) | 0% | u | -5%
COC(=O)CCC(NC(=O)c1cc(C)oc1C)C(=O)OC (stereo unspecified) | 1% | -1% | 0%
CC(C)(C)NC(=O)COC(=O)c1ccc(S(=O)(=O)N2CCCCCC2)cc1 | 2% | -2% | 1%

Next part
SMILES | TDP1 block | TDP1 cell noCPT | GCN5L2 inh
O=C(CSc1ccccn1)N1CCN(c2ccc(Cl)cc2)CC1 | 6% | u | -6%
Clc1ccc(-c2nn3c(-c4ccccn4)nnc3s2)c(Cl)c1 | 0% | x | 3%
Brc1csc(CN2CCc3nc(Nc4ccccc4)ncc3C2)c1 | 9% | 23µM* | 0%
COc1ccc(-c2ccc(CCC(=O)O)o2)cc1 | 5% | u | -5%
CCOC(=O)C1CCCN(C(=O)Cn2cnc3sc(C)c(S(=O)(=O)N4CCOCC4)c3c2=O)C1 (stereo unspecified) | 5% | -9% | -3%
O=C(CN1C(=O)c2ccccc2C1=O)Nc1ccc2c(c1)OCO2 | 7% | 6% | -23%
Cc1ccc(C(=O)Nc2nc(=O)n(C(=O)c3ccccc3Cl)s2)cc1 | 4% | -29% | 2%
Cc1cccc(N(CC(=O)NCC2CCCO2)C(=O)CCC(=O)Nc2nccs2)c1 (stereo unspecified) | x | -5% | 2%
O=C(Nc1ccc(F)cc1F)c1c(C(F)(F)F)ccnc1Oc1cccc(C(F)(F)F)c1 | 0% | -25% | 0%
CO/N=C/NC(=O)NOCc1ncc(C(F)(F)F)cc1Cl | 8% | 0% | -5%
O=C(Nc1ccc([N+](=O)[O-])cc1)Nc1ccc2[nH]c(=O)[nH]c2c1 | -2% | 3% | -6%
Cc1cccc(C)c1NC(=O)Cn1nc(C)n2cccc2c1=O | 0% | -10% | -1%
O=C(Nc1ccnn1C1CCN(Cc2ccccc2OCCO)CC1)c1cccc(F)c1 | 6% | -5% | -7%
CCCc1nnc(NC(=O)CCC(=O)O)s1 | 3% | -10% | -10%
O=C(CC1Sc2ccccc2NC1=O)Nc1cccc(-c2nnc3n2CCCCC3)c1 (stereo unspecified) | 0% | -19% | 0%
Cc1ccc(-c2csc3ncnc(NCCC(=O)O)c23)cc1 | x | -9% | -16%
COc1ccccc1CCNC(=O)c1ccc(NC(=O)CC2SC(N3CCCCC3)=NC2=O)cc1 (stereo unspecified) | 1% | u | -6%
COc1ccccc1CC(=O)Nc1ccc(OC)c(OC)c1 | 5% | -23% | -6%
O=C(COC(=O)c1ccc(Cl)cc1)NC1CCCCCC1 | 1% | 12% | -5%
CCOC(=O)c1sc(NC(=O)/C=C/c2ccccc2)nc1C | 1% | -1% | 0%
O=C(Nc1ccc2ccccc2n1)c1ccccc1Br | -5% | -13% | 0%
COc1ccc(C(=O)COC(=O)CCc2nc3ccccc3[nH]c2=O)cc1Br | 5% | -11% | -7%
C=CCNc1nnc(Cl)c2ccccc12 | 0% | -12% | -2%
Cc1nn(Cc2c(F)c(F)c(F)c(F)c2F)c(C)c1NC(=O)c1cccc(COc2ccccc2Cl)c1 | -1% | u | -1%
CCC(=O)NC(c1cc(Cl)c2cccnc2c1O)C(C)C (stereo unspecified) | 1% | x | -1%&-2%
O=C(CNC(=O)c1ccco1)OCC(=O)c1ccc(Cl)cc1Cl | 5% | 4% | 0%
COc1ccc(N2CC(C(=O)N/N=C/c3cc([N+](=O)[O-])ccc3O)CC2=O)cc1 (stereo unspecified) | 8% | u | -7%
CCCn1nc(C(=O)Nc2ccc3nc(C)sc3c2)c2ccccc2c1=O | -3% | 18µM* | -13%
CCCN1CCC(=O)N([C@H](CSc2ccc(OC)cc2)Cc2ccccc2)CC1 | 2% | 18µM* | -4%
O=C(NC1CCCC1)C(c1ccncc1)N(C(=O)c1ccco1)c1ccc(Cl)cc1 (stereo unspecified) | 2% | -26% | -9%
N#Cc1cc2c(nc1SCC(=O)Nc1nccs1)CCCCC2 | 2% | -22% | -2%
Cn1cnnc1SCC(=O)Nc1ccc(N2CCCCC2)cc1 | 4% | 1% | -10%
N#Cc1nc(COc2cccc(Cl)c2)oc1NCCN1CCOCC1 | 6% | -3% | -13%
Cc1ccc(S(=O)(=O)Oc2ccc3c(c2)O/C(=C\c2cccnc2)C3=O)cc1 | 4% | 21µM* | -7%[0.501 µM]
CC(C)n1cnc2c(oc3ccccc32)c1=O | x | 2% | 1%
COc1cccc(N2C(=O)CC(N3CCc4ccccc4C3)C2=O)c1 (stereo unspecified) | x | 7% | -14%
CC(C)=CCN1CCN(Cc2nc(-c3ccc(F)cc3)cs2)CC1CCO (stereo unspecified) | 1% | u | 3%
CN(Cc1ccccc1F)Cc1cc(=O)oc2cc(O)c(Cl)cc12 | -2% | 16µM* | -8%
COc1cccc(CNC(=O)CCn2c(=O)c3cccn3c3cccnc32)c1OC | 3% | -24% | 1%
Cc1nc2ccc(C(=O)O)cc2c2c1CC(CN)O2 (stereo unspecified) | -15% | -12% | -2%
O=C(O)c1ccc(-c2sc(Nc3ccccc3)n[n+]2-c2ccccc2)cc1 | x | -5% | u
COc1ccc(-c2cc(C(=O)N3CCCCCC3)no2)cc1OC | 2% | -40% | -7%
CCOC(=O)c1c(C)[nH]c(C(=O)N2CCN(C(=O)OCC)CC2)c1C | -10% | 11% | -4%
Cc1ccc([C@@H]2CC=C(C(=O)O)[C@H](c3ccc(C(C)(C)C)cc3)N2S(=O)(=O)c2ccc(C)cc2)cc1 | 0% | u | u
Cc1csc(NC(=O)C2CCCCC2C(=O)O)n1 (stereo unspecified) | 0% | 18% | 0%
Fc1ccc(/C=C/c2nnc(-c3cccs3)o2)cc1 | -4% | -23% | -4%
CC(NC(=O)COC(=O)c1cc(Cl)nc(Cl)c1)c1ccccc1 (stereo unspecified) | -3% | -21% | -11%
Cc1cc(C)c2c(n1)nn1c(NCCN3CCOCC3)cc(C)nc21 | 0% | -2% | -22%
O=C1CC2(CC(c3ccc(Cl)cc3)=NO2)C(=O)N1c1ccccc1 (stereo unspecified) | -15% | 3% | -2%
CC(NC(=O)CCNS(=O)(=O)c1ccc2c(c1)oc(=O)n2C)c1ccccc1 (stereo unspecified) | 3% | 9% | 1%

Filtered by structure: the entries above with an aryl thioether with sulfur outside any ring (four)
SMILES | TDP1 block | TDP1 cell noCPT | GCN5L2 inh
O=C(CSc1ccccn1)N1CCN(c2ccc(Cl)cc2)CC1 | 6% | u | -6%
CCCN1CCC(=O)N([C@H](CSc2ccc(OC)cc2)Cc2ccccc2)CC1 | 2% | 18µM* | -4%
N#Cc1cc2c(nc1SCC(=O)Nc1nccs1)CCCCC2 | 2% | -22% | -2%
Cn1cnnc1SCC(=O)Nc1ccc(N2CCCCC2)cc1 | 4% | 1% | -10%

Entries from the list above that contain an NH in an aromatic ring, in the order listed:
SMILES | TDP1 block | TDP1 cell noCPT | GCN5L2 inh
O=C(Nc1ccc([N+](=O)[O-])cc1)Nc1ccc2[nH]c(=O)[nH]c2c1 | -2% | 3% | -6%
COc1ccc(C(=O)COC(=O)CCc2nc3ccccc3[nH]c2=O)cc1Br | 5% | -11% | -7%
CCOC(=O)c1c(C)[nH]c(C(=O)N2CCN(C(=O)OCC)CC2)c1C | -10% | 11% | -4%

(cont.)
SMILES | TDP1 block | TDP1 cell noCPT | GCN5L2 inh
CCc1cccc(OCCN2CCCC2)c1 | -8% | -4% | -3%
COc1ccc(S(=O)(=O)N2CCCCC2)cc1NC(=O)CCNC(=O)c1ccccc1Cl | -4%[56.1 µM] | -23% | -1%
COc1cc(/C=N/NC(=O)c2ccncc2)cc(OC)c1OC | x | 18% | -3%
CCOc1cc(NC(=S)NC)c(OCC)cc1NC(=O)c1ccco1 | -5% | -7% | -6%
CCOc1ccc(NS(=O)(=O)c2ccc(C(=O)NCc3ccccn3)cc2)cc1 | x | u | 0%
CCC(CC)N1CCN(CCc2ccccc2)C(CCO)C1 (stereo unspecified) | 6% | 1% | -9%
Cc1nc2c(-c3ccc(F)cc3)c(C)nn2c(N2CCOCC2)c1C | -3% | u | -7%
CC(=O)Nc1ccc(C(=O)OCC(=O)c2ccc(F)cc2)cc1 | 0% | -9% | -3%
O=C(CSc1ccccc1)Nc1nccs1 | 0% | -15% | 2%
CCN(C(=O)CSc1n[nH]c(N)n1)c1cccc2ccccc12 | 3% | -25% | 1%
Cc1cc(=O)[nH]c(N2CCN(Cc3ccccc3)CC2)n1 | -1% | 2% | 0%
Cc1cc(=O)oc2c(CN3CCCC3)c(O)ccc12 | x | 3% | -28%
Cc1ccccc1CS(=O)(=O)c1cnc2ccccc2n1 | 0% | 29µM* | -10%
O=C1NCN(c2ccccc2)C12CCN(c1nnnn1-c1ccccc1)CC2 | 3% | u | u
O=C(OCCNC(=O)c1ccc2ccccc2n1)c1ccc(F)cc1 | -2% | -15% | -3%
C=C(C)CCC1(C)NC(=O)N(c2ccccc2)N1 (stereo unspecified) | -6% | -18% | 0%
O/N=C1\CCSc2ccc(F)cc21 | -2% | -24% | -14%
Cc1ccc(C(=O)c2cc([N+](=O)[O-])ccc2N2CCN(C)CC2)cc1 | 5% | 5.8µM* | -8%
C[C@H]1CN([C@@H](C)CO)C(=O)Cc2cc(NC(=O)CCC(F)(F)F)ccc2O[C@H]1CN(C)C(=O)Nc1ccc(F)cc1 | 1% | -7% | 3%
C=CCn1c(C)c(C(C)=O)c(SC)nc1=S | 3% | -14% | -4%
N[C@@H](CO)c1nnc([C@H](Cc2ccc(O)cc2)NC(=O)C2CCNCC2)o1 | 1% | -3% | -1%
C[C@@]12C(=O)Nc3cc(Cl)ccc3C(=O)N1[C@H]1c3cc(Br)ccc3OC[C@@H]1[C@@H]2c1ccccc1 | 0% | 23µM* | -6%
Cc1noc(C)c1C(=O)Nc1ccc(-n2ccc(C(F)(F)F)n2)cc1 | x | u | -9%
Cc1ccc(C2=NN(S(C)(=O)=O)C(c3ccc4c(c3)OCO4)C2)cc1 (stereo unspecified) | 3% | 13µM* | 1%
CCOC(=O)c1cc2c(=O)n3ccccc3nc2n(Cc2ccco2)c1=NC(=O)c1cc(C)cc(C)c1 | -6% | 1.2µM* | -6%
CCOC(=O)c1nc(C)nc(Sc2n[nH]c(-c3ccccc3)n2)c1C | 5% | -25% | -3%
COc1ccc(-c2csc(NC(=O)CSCC(=O)Nc3cc(C)on3)n2)cc1OC | 0% | u | -2%
Cc1ccc(C(=O)NNC(=O)c2cc(C)nc3ccccc23)cc1 | 1% | -4% | -2%
Cc1cc(C)c(NC(=O)CCc2c(C)noc2C)c(C)c1 | 0% | -9% | -5%
Cc1cccc(NC(=O)C2CCCN2C(=O)Oc2ccccc2)c1 (stereo unspecified) | 9% | 12% | -4%
CCOP(=O)(OCC)C(NC(=O)Nc1cccc(Cl)c1)C(N)=O (stereo unspecified) | 1% | -9% | 3%
O=C(CSc1n[nH]c(=O)n1Cc1ccco1)Nc1ccccc1Cl | 3% | -7% | -20%
O=C(Nc1ccc(F)cc1F)c1ccc2nc(N3CCOCC3)sc2c1 | x | u | -6%
CCCCC/C=C\C=C\[C@H](O)CCCCCCCC(=O)O | 11% | 3%[0.628 µM] | -8%
CC(=O)NCCC(=O)N1CCCC(N2CCN(c3cccc(Cl)c3)CC2)C1 (stereo unspecified) | x | 0% | -4%
